# Screening results as filed in PubChem BioAssay.
# D2 antag – HTS Assay for Allosteric Antagonists of the Human D2 Dopamine Receptor: Primary Screen for Antagonists; D(2) dopamine receptor (Homo sapiens), P14416; HEK293 TREx D2 cells, calcium flux, dopamine EC80; inhibition, % at 10 µM; 340,000 tested, 2% active; AID 485344, 2010; in the data active = inhibition above about 30%; also: 0% is about no effect
# Target sequence (P14416 whole entry, looked up): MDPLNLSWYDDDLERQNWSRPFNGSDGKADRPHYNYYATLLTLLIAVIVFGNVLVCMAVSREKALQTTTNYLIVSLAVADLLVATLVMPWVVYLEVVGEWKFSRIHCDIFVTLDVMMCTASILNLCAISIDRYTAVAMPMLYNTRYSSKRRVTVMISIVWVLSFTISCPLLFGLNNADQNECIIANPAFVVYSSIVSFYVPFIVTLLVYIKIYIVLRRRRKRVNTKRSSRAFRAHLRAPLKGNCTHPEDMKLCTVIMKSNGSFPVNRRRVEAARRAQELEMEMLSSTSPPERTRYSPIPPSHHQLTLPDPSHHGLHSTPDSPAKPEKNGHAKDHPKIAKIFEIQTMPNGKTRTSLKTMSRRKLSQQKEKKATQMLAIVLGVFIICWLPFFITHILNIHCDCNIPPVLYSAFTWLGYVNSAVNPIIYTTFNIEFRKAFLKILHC
#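 Calcium mobilization kinetics were recorded at 1 s intervals in tetracycline-induced HEK293 T-REx D2 cells, first for 180 s after compound addition and then 180 s after EC80 dopamine.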
# RXFP1 agonist – qHTS Assay for Agonists of the Relaxin Receptor RXFP1; Relaxin receptor 1 (Homo sapiens), Q9HBX9; HEK293T-RXFP1 cAMP TR-FRET, 30 min; response scale: percent of porcine relaxin response, buffer zero; Potency, µM (doses to about 57.5 µM), inactives show at the highest dose activation, hits mostly activators; 370,000 tested, 0.3% active; AID 2676, 2010; active = well fitted activation curve with a large enough effect; inconclusive = small, poorly fitted or top-dose-only effect; also: potency is read from the fitted curve at half-maximal effect; % is scaled to controls: 0 for no effect and ±100 for the full control effect; nearly all actives have a fitted effect of over 60% in size; many of its hits are not listed in these tables
#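 Agonist response is measured as cAMP accumulation in an RXFP1-transfected HEK293T line under PDE4 inhibition. Values are scaled between buffer-only and 29 nM porcine relaxin, and EC50s come from standard Hill equation fits.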
# D1 antag – Antagonist of Human D 1 Dopamine Receptor: qHTS. D(1A) dopamine receptor (Homo sapiens), P21728. HEK293 TREx D1 cells, calcium flux, dopamine EC80; hits give low values. activity change, negative = inhibition, % at 10 µM. 360,000 tested, 3.2% active. AID 504652, 2011; in the data active = activity change below about -30%; also: % is scaled to controls: 0 for no effect and ±100 for the full control effect
# Target sequence (P21728 whole entry, looked up): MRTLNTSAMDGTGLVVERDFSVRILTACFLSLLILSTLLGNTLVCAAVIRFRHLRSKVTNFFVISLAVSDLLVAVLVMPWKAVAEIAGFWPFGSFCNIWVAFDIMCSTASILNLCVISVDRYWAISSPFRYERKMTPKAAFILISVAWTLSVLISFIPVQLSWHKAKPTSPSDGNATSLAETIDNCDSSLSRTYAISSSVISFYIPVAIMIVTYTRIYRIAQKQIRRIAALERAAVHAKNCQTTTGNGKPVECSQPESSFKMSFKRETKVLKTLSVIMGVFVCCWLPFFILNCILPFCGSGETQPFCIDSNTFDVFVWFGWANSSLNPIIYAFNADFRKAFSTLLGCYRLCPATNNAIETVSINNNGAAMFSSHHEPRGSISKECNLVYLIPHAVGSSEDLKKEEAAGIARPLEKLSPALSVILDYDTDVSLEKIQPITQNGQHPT
#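 Using tetracycline-induced force-coupled D1 Hek293 cells and a calcium dye, signals were followed for 180 s after compound, then for 180 s after EC80 dopamine, to detect inhibitors.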
# D1 PAM – Potentiators of Human D1 Dopamine Receptor: qHTS; HEK293 TREx D1 cells, calcium flux, dopamine EC20 potentiation; potentiation, % at 10 µM; 360,000 tested, 0.036% active; in the data active = potentiation above about 30%; also: 0% is about no effect
# D1 agonist – Allosteric Agonists of the Human D1 Dopamine Receptor: qHTS; D(1A) dopamine receptor (Homo sapiens), P21728; HEK293 T-REx D1 cells, calcium flux, agonist mode; activation, % at 2 µM; 360,000 tested, 1% active; AID 504660, 2011; in the data active = activation above about 30%; also: 0% is about no effect
#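 Inducible HEK293 T-REx D1 cells, force-coupled to calcium signalling, were plated at 4000 cells/well with tetracycline and held overnight at 30 C. After no-wash calcium dye loading, compound-evoked calcium rise over 180 s flagged agonists.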
# TRHR PAM – qHTS for Small Molecule Agonists and Allosteric Enhancers of Human TRH Receptor: Primary Screen for Enhancers | 360,000 tested, 0.66% active | AID 493056, 2011 | TRHR cells, fluo-8 calcium fluorescence, EC20 TRH enhancement | enhancement, % at 2 µM | Thyrotropin-releasing hormone receptor (Homo sapiens), P34981; in the data active = enhancement above about 30%; also: 0% is about no effect
#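 TRHR-expressing cells loaded with fluo-8 calcium dye were read kinetically (ex 480/em 530) during compound addition, then stimulated with an EC20 of TRH (10 nM final). Enhancement of the Gq-mediated intracellular calcium response was scored.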
# RXFP1 antagonist – qHTS Assay for Antagonists of the Relaxin Receptor RXFP1; Relaxin receptor 1 (Homo sapiens), Q9HBX9; HEK293-RXFP1, relaxin-stimulated cAMP HTRF, 30 min; hits give low values; activity change, negative = inhibition, % at 57.5 µM; 350,000 tested, 0.59% active; AID 1259400, 2018;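 active = activity change of -60% or lower, but not beyond a set lower limit; inconclusive = change between -60% and -40%, or beyond the set limit; inactive = change above -40%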; also: % is scaled to controls: 0 for no effect and ±100 for the full control effect
# D2 potentiator – HTS Assay for Positive Allosteric Modulators of the Human D2 Dopamine Receptor: Primary Screen for Potentiators. AID 485347, 2010. potentiation, % at 10 µM. D(2) dopamine receptor (Homo sapiens), P14416. 340,000 tested, 0.34% active. HEK293 T-REx D2, calcium flux, EC20 dopamine potentiation;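 active = potentiation over 3 SD above the plate norm, cut at about 30% in these data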; also: 0% is about no effect
#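 Tetracycline-induced HEK293 T-REx cells force-coupled to calcium signalling expressed D2; compounds were pin-added after a 10 s baseline, read kinetically 180 s, then an EC20 dopamine challenge followed with a further 180 s calcium read.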
# D2 ag – HTS Assay for Allosteric Agonists of the Human D2 Dopamine Receptor: Primary Screen for Agonists | D(2) dopamine receptor (Homo sapiens), P14416 | HEK293 T-REx D2 cells, calcium flux agonist mode | activation, % at 2 µM | 340,000 tested, 0.53% active;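 active = activation over 3 SD above normal in the single-dose calcium agonist read, cut at about 30% in these data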; also: 0% is about no effect
#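 Agonism is scored from calcium flux in a force-coupled, inducible HEK293 cell line expressing D2, read kinetically for 180 s after compound addition against dopamine controls.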
# * marks the source's active call; other numbers are inactive results; u = inconclusive; x = not tested or not shown; & = joins results of further samples; ! = not confirmed by another sample. This is a subset; count on the stated rates, not on these rows.
SMILES,D2 antag,RXFP1 agonist,D1 antag,D1 PAM,D1 agonist,TRHR PAM,RXFP1 antagonist,D2 potentiator,D2 ag
CN(C)S(=O)(=O)c1cccc(NC(=O)C2Cc3ccccc3CN2C(=O)c2ccco2)c1 (stereo not given),22,4.3%,1,-4,3,-7,-18,-17,-0.3
O=C(CCNC(=O)c1ccc([N+](=O)[O-])cc1)NCCc1ccc(Cl)cc1,-4,1.5%,3,-7,1,-5,-4,-9,-0.9
O=C(NCCCN1CCOCC1)c1cccc(NS(=O)(=O)c2ccc(Br)cc2)c1,-5,0.0%,12,x,8,-2,-14,-22,1.0
COc1ccc(CNC(=O)/C=C/c2cc3c(cc2Br)OCO3)cc1,15,-1.2%,13,-5,2,-12,-17,-23,1.5
O=c1c2cc(N3CCOCC3)ccc2[nH]c(=S)n1CCCN1CCN(c2ccccc2F)CC1,84*,0.5%,-71*,-7,3,2,x,-28,70*
COc1cc(/C=C(/C#N)c2nc3ccccc3[nH]2)ccc1OC(=O)c1ccco1,-19,1.0%,12,1,5,-2,-24,2,2.8
COc1ccc(OCCn2cc(/C=C(\C#N)C(=O)NCc3ccco3)c3ccccc32)cc1,-12,3.0%,-6,-12,5,20,4,6,-1.4
COc1ccc2nc(NC(=O)c3ccc(S(=O)(=O)N4CCC(C)CC4)cc3)sc2c1,x,7.6%,-9,0,4,-2,x,7,-0.8
CN(c1ccccc1C(=O)Nc1cccc(Br)c1)S(=O)(=O)c1ccccc1,2,-2.3%,13,-2,-3,-1,2,5,-2.0
COc1cc(/C=N/NC(=O)CCn2cnc(-c3ccccc3)c2-c2ccccc2)ccc1O,-4,4.4%,-4,0,0,0,-29,8,-0.8
COc1ccc(/C=N/NC(=O)CCC(=O)Nc2ccc(Br)cc2)c(OC)c1,-2,0.5%,-27,-3,1,10,-11,3,-1.1
O=C(Cn1cnnn1)NCCc1ccc(Cl)cc1Cl,-11,-0.9%,3,0,-1,20,-12,-9,0.8
CCOc1cc(S(=O)(=O)Nc2ncn[nH]2)ccc1Br,-16,0.2%,-52*,-5,2,5,-2,17,0.8
COC(=O)C1CCN(C(=O)/C(C)=C\c2ccccc2)CC1,-3,2.9%,5,-2,4,4,-6,1,-0.5
COc1ccc(COCC(O)CN2CCCCC2)cc1OC (stereo not given),-15,12%,-6,-3,3,6,0,1,-1.5
CCOc1ccc(N2CC(c3nc4ccccc4n3CCCOc3ccc(OC)cc3)CC2=O)cc1 (stereo not given),x,-1.3%,7,-3,5,-1,-13,-3,x
CCCS(=O)(=O)NCCc1cc2cc(C)c(C)cc2[nH]c1=O,-29,0.0%,-2,-4,-1,5,7,-3,0.3
Cc1cc(C(=O)NNC(=S)NCc2ccccc2)no1,1,4.2%,-5,-6,8,1,4,1,0.0
c1cncc(-c2nnc(-c3cccnc3)nn2)c1,-5,-0.4%,-1,6,2,5,2,5,-0.1
Cc1cccc(N2C(=O)CS(=O)(=O)C23C(=O)N(Cc2c(F)cccc2Cl)c2ccccc23)c1 (stereo not given),x,u,11,-4,4,-7,x,-3,0.0
O=c1[nH]c(=S)[nH]c2sccc12,1,25%,-2,-3,3,18,-5,4,-0.3
CC1=NN(C(=O)Cc2ccc(C)cc2)C(O)(c2cccnc2)C1 (stereo not given),19,-3.4%,34,-4,-2,0,-2,-5,-1.6
COc1cccc(NC(=O)C2CC2)c1,-3,-1.3%,12,-6,7,6,x,-12,0.6
Cc1ccc(S(=O)(=O)NC(CC(C)C)C(=O)NCC(c2ccco2)N2CCCCC2)cc1 (stereo not given),-11,-3.0%,13,-6,3,0,-14,-3,0.6
CCC(NC(=O)c1cc(COc2ccc(F)c(F)c2)on1)c1ccncc1 (stereo not given),-6,1.5%,-27,-5,24,-2,-1,-16,0.1
c1ccc(Oc2cc(-c3ccccc3)nc(-c3ccccc3)n2)cc1,1,0.5%,38,4,9,-9,1,4,2.1
O=C(CSc1nc2ccccc2c(=O)n1NC(=O)c1ccccc1)c1ccccc1,11,1.7%,3,15,5,7,5,3,0.9
COC(=O)c1cnn(-c2cc(Oc3cccc(C)c3)ncn2)c1N,1,-0.7%,-5,-5,5,2,-2,2,0.3
CC1(C)CC(c2nc(-c3ccc(Cl)cc3)cs2)CCS1 (stereo not given),14,1.6%,-5,4,8,-1,-6,-8,1.4
CC(C)(C)C(=O)N1CCN(c2nc3ccc(Br)cc3s2)CC1,15,0.4%,-24,-2,9,-3,-21,-2,-0.6
O=C(CN1CCN(S(=O)(=O)c2ccc(Cl)cc2)CC1)NCC1(N2CCOCC2)CCCCC1,-33,-0.3%,24,1,2,-6,-7,16,-0.2
CCC(=O)Nc1c(C)c(CC)nc2ccccc12,-3,0.9%,1,0,2,1,-1,2,-1.0
O=C1CC2(CCN(C(=O)c3cccc(Cl)c3)CC2)Oc2ccccc21,-2,0.6%,1,-2,4,-1,9,5,-0.2
CCO/N=C(\C)c1c(O)c(CC)c(-c2ccccc2)n(-c2ccccc2)c1=O,x,0.7%,-7,-6,0,-1,-15,x,x
COc1ccccc1CN(C)C(=O)C(c1ccccc1)c1ccccc1,3,2.7%,-12,0,3,-4,-7,8,1.1
O=C1[C@@H]2Cc3ccccc3CN2C(=O)N1c1cccc(F)c1,-17,-0.7%,-7,2,1,4,0,1,1.2
Cc1ccccc1NC(=O)Cc1nc(COC(=O)c2ccc(C(F)(F)F)cc2)cs1,2,0.6%,-35*,1,9,-4,-1,-6,1.7
O=C1CN(C(=O)NCCC(=O)NC2CCCCC2)c2ccccc2N1,1,0.6%,5,-2,4,1,9,-6,-1.0
O=C(Nc1ncccc1O)c1ccc(NS(=O)(=O)c2ccc3[nH]c(=O)[nH]c3c2)cc1,6,-1.8%,-12,3,2,-5,-5,-5,0.7
CCCC(C(=O)N(C)CC(=O)Nc1ccc(N2CCOCC2)cc1)c1ccccc1 (stereo not given),x,0.7%,17,-11,3,-7,2,-7,x

# Sorted by formula weight (falling): four of the compounds above
SMILES,D2 antag,RXFP1 agonist,D1 antag,D1 PAM,D1 agonist,TRHR PAM,RXFP1 antagonist,D2 potentiator,D2 ag
COc1ccccc1CN(C)C(=O)C(c1ccccc1)c1ccccc1,3,2.7%,-12,0,3,-4,-7,8,1.1
O=C1CN(C(=O)NCCC(=O)NC2CCCCC2)c2ccccc2N1,1,0.6%,5,-2,4,1,9,-6,-1.0
CC1=NN(C(=O)Cc2ccc(C)cc2)C(O)(c2cccnc2)C1 (stereo not given),19,-3.4%,34,-4,-2,0,-2,-5,-1.6
O=c1[nH]c(=S)[nH]c2sccc12,1,25%,-2,-3,3,18,-5,4,-0.3

# (listing goes on)
SMILES,D2 antag,RXFP1 agonist,D1 antag,D1 PAM,D1 agonist,TRHR PAM,RXFP1 antagonist,D2 potentiator,D2 ag
Cn1cc(S(=O)(=O)c2ccccc2)c(=O)c2cc(F)c(N3CCCC3)cc21,x,1.0%,-11,-2,0,-2,-14,-7,0.7
COc1ccc(-c2csc(NC(=O)C3CCCCN3S(=O)(=O)c3ccccc3)n2)cc1 (stereo not given),0,0.3%,-37*,-4,2,1,-10,-6,0.4
COc1ccc(N2CCN(C(=O)C3CCCN(S(=O)(=O)c4ccc5c(c4)oc(=O)n5C)C3)CC2)cc1 (stereo not given),28,-0.3%&0.1%,-45*!,-4&-4,3&3,-4&-4,-14,3&3,-0.1&0.2
CCC(C(=O)Nc1ccccc1)n1nc(-c2cc(C)ccc2C)ccc1=O (stereo not given),x,-0.9%,17,2,-1,14,x,-2,-1.1
COC(=O)c1cc2oc3ccccc3c2n1Cc1cc(C)ccc1C,x,0.8%,-1,-2,2,-2,7,30,-0.5
Cc1ccccc1CSc1nnc(NC(=O)Cc2cccs2)s1,11,-0.3%,7,1,4,-2,-10,-9,2.1
O=C(NC1CCN(Cc2ccccc2)CC1)c1ccc(Cn2c(=O)c3ccccc3n(Cc3ccccc3)c2=O)cc1,x,23%,-23,-1,3,-5,x,-12,x
Cc1cc(C)c(S(=O)(=O)N2CC=C(c3ccccc3)CC2)c(C)c1,18,0.6%,-27,-11,4,-6,0,10,0.1
CCCCn1c(CNC(=O)C23CC4CC(CC(C4)C2)C3)nnc1SCC(=O)Nc1ccc(C)cc1,x,1.9%,1,5,2,-8,x,15,-1.0
COc1ccc(OC)c(NC(=O)Cn2ccn(-c3ccc(F)cc3)c(=O)c2=O)c1,x,0.6%,8,-3,8,12,12,-11,-0.3
Cc1nc2ccc([N+](=O)[O-])cc2c(=O)n1Cc1cccc(Br)c1,18,7.7%,6,-2,-4,-18,9,10,-0.9
Cc1ccc(-c2nc(CN(C)Cc3ccc4nccnc4c3)c(C)o2)s1,3,12%,1,-5,0,-2,3,-8,1.1
Cc1ccc(C)c(NC2=NCC(=O)N2C2CCCCC2)c1,-13,0.1%,9,5,0,2,5,13,0.7
CCc1ccc(CNc2ncnc3c2nc2n3CCCC2)cc1,x,3.8%,4,-1,0,3,3,2,-1.3
COc1ccc(N2C(=O)CCC(C(=O)N3CCN(c4ccccn4)CC3)C2c2ccc(F)cc2)cc1 (stereo not given),1,-1.3%,-4,-3,2,2,3,x,x
CN1CCN(C(=O)C2=C[C@H](c3ccc(Br)cc3)C[C@H](OCCCCO)O2)CC1,17,0.0%,6,-4,-1,0,x,-5,-0.2
Cc1ccc(NC(=O)C2CCCN(S(=O)(=O)c3c(C)n[nH]c3C)C2)c(C)c1 (stereo not given),x,0.1%,-2,-3,0,17,x,1,-0.3
CC1=CC(C)(C)NC(=S)N1c1ccc2ccccc2c1,1,1.4%,-9,-3,2,-4,2&-18,3,-1.0
CCOc1ccc(N(C)S(=O)(=O)c2ccc3c(c2)C(C)(C)C(=O)N3C)cc1,x,1.9%,-36*,-3,2,6,x,-4,-0.6
CC(=O)NC(=O)c1nnn(Cc2ccccc2)c1NC(C)=O,-4,1.1%,13,-12,1,34*,-9,14,-1.7
O=C(Nc1ccc(S(=O)(=O)Nc2ccccn2)cc1)c1cccc([N+](=O)[O-])c1,39*,1.2%,-20,-1,2,-4,-5,-3,-0.3
